# USP1 inh = Inhibitors of USP1/UAF1: Primary Screen | Ubiquitin carboxyl-terminal hydrolase 1 (Homo sapiens), O94782 | recombinant USP1/UAF1, Ub-Rhodamine cleavage fluorescence | Potency, µM (top dose mostly 57.1 µM), without a hit: at the highest dose activity change, negative = inhibition, usual class: inhibitors | 0.23% of 390,000 active | AID 743255, 2014; further: on the % scale 0 is the no-effect control and ±100 the full control effect; nearly all actives have a fitted effect of over 60% in size; inactives centre near -12
#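 In this screen, compounds sit with the deubiquitinase complex (1nM) for 15 min at room temperature before Ub-Rho is added at 150nM final. Fluorescence rise is then followed for 6 reads every 60 seconds.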
# TrxR1 substrate = qHTS Assay for Substrates of Mammalian Selenoprotein Thioredoxin Reductase 1 (TrxR1): qHTS; Thioredoxin reductase 1, cytoplasmic (Rattus norvegicus), O89049; purified TrxR1 substrate turnover, NADPH consumption readout; Potency, µM (top dose mostly 114 µM), for inactives: at the highest dose activity change, negative = substrate turnover; 0.01% of 390,000 active; AID 588456, 2011; further: on the % scale 0 is the no-effect control and ±100 the full control effect; nearly all actives have a fitted effect of over 50% in size
#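 Rat TrxR1, dispensed at 90 nM, was prereduced with 400 uM NADPH (final) for 5 min at ~22 deg C, then incubated with compound 15 min before 400 uM selenite. A first-read NADPH fluorescence drop versus no-compound background flagged substrates.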
# Vif-A3F inh = qHTS for Inhibitors of Vif-A3F Interactions: qHTS; 0.2% of 390,000 active; Potency, µM (series often up to 46.1 µM), for the others: at the highest dose activity, negative = active; HeLa A3F-eYFP + Vif (tagged APOBEC3F with the HIV-1 protein that degrades it), YFP fluorescence increase; further: % of control where 0% means no effect; nearly all actives have a fitted effect of over 65% in size
#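 Fluorescence increase (Ex 488/Em 500-530) after overnight compound treatment at 37 deg C flags inhibition of Vif-driven A3F-eYFP loss in stable HeLa A3F-eYFP/Vif cells seeded overnight beforehand.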
# IDH1 R132H inh = qHTS for Inhibitors of mutant isocitrate dehydrogenase 1 (IDH1): qHTS; Isocitrate dehydrogenase [NADP] cytoplasmic (Homo sapiens), O75874; IDH1-R132H enzyme, NADPH consumption, diaphorase/resazurin fluorescence; Potency, µM (series often up to 76.6 µM), without a hit: at the highest dose activity change, negative = inhibition, usual class: inhibitors; 0.093% of 390,000 active; further: on the % scale 0 is the no-effect control and ±100 the full control effect; nearly all actives have a fitted effect of over 65% in size
#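 IDH1-R132H (0.5 ug/mL dispensed) in pH 7.5 Tris buffer was preincubated 30 min with compound, then given a substrate mix of 0.016 mM NADPH and 2 mM alpha-KG for 80 min at room temperature; remaining NADPH was read by diaphorase/resazurin fluorescence.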
# RXFP1 agonist = qHTS Assay for Agonists of the Relaxin Receptor RXFP1; Relaxin receptor 1 (Homo sapiens), Q9HBX9; HEK293T-RXFP1 cAMP TR-FRET, 30 min; response scale: percent of porcine relaxin response, buffer zero; Potency, µM (doses to about 57.5 µM), without a hit: top-dose activation, hits mostly activators; 0.3% of 370,000 active; AID 2676, 2010; further: on the % scale 0 is the no-effect control and ±100 the full control effect; nearly all actives have a fitted effect of over 60% in size; many of its hits are not listed in these tables
# Target sequence (Q9HBX9 whole entry, looked up): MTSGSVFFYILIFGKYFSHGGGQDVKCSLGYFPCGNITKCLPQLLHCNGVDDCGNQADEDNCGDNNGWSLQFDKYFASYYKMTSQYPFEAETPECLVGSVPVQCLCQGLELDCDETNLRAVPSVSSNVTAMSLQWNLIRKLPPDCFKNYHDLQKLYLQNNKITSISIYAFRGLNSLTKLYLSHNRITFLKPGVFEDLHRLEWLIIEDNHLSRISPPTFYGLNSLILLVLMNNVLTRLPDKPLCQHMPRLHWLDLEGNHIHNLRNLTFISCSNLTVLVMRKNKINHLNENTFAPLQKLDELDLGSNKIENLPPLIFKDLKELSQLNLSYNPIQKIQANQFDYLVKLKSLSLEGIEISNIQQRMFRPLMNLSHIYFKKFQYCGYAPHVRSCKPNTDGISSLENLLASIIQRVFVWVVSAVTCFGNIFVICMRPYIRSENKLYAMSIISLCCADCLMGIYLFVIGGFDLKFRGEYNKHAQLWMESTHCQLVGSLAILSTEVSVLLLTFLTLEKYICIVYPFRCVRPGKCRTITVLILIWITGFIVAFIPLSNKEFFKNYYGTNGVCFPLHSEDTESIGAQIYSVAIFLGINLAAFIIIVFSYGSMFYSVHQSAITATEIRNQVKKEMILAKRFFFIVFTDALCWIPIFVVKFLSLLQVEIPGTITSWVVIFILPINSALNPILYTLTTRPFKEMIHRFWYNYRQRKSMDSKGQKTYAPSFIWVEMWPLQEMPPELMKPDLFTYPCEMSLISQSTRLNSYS
#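 cAMP rise read by TR-FRET after 30 min, 37C compound exposure (up to 58 uM) in RXFP1-transfected HEK293 cells with Ro 20174 present. EC50 from Hill-equation fits, with 29 nM porcine relaxin as 100% and buffer as basal.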
# TrxR1 inh = qHTS Assay for Inhibitors of Mammalian Selenoprotein Thioredoxin Reductase 1 (TrxR1): qHTS; Potency, µM (top dose mostly 114 µM), for inactives: at the top dose activity change, negative = inhibition, most hits filed as inhibitors; AID 588453, 2011; recombinant rTrxR1, NADPH fluorescence consumption, selenite substrate; 1% of 390,000 active; Thioredoxin reductase 1, cytoplasmic (Rattus norvegicus), O89049; further: on the % scale 0 is the no-effect control and ±100 the full control effect; nearly all actives have a fitted effect of over 65% in size
#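 Rat TrxR1 (90 nM in the dispensed reagent) was pre-reduced with 400 uM NADPH for 5 min at room temperature, then incubated with compound for 15 min. After 400 uM selenite was added, NADPH fluorescence (Ex 340/Em 450 nm) was followed for 8 min.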
# RGS4 inhibitor = Inhibitors of Regulator of G Protein Signaling (RGS) 4: qHTS; Potency, µM (highest dose often 114 µM), without a hit: at the top dose activity change, negative = inhibition, usual class: inhibitors; 0.039% of 390,000 active; Transcreener GDP fluorescence polarization, RGS4-accelerated GTP hydrolysis; further: on the % scale 0 is the no-effect control and ±100 the full control effect; nearly all actives have a fitted effect of over 75% in size; some results filed as inactive show a strong effect at the top dose
# Target sequence (P49798 whole entry, looked up): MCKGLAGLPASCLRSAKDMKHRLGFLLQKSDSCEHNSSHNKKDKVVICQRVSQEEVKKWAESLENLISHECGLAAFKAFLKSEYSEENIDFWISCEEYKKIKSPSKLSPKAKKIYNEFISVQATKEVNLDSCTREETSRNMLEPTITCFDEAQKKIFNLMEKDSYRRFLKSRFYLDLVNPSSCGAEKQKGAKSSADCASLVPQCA
#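 MLSMR compounds (23 nl, pin-transferred) preincubated 10 min at room temperature with a 500nM (2x) first reagent, then RGS4 at 900nM (2x) plus Transcreener GDP mix added; fluorescence polarization (620/688 nm) read before and after 90 min at 30 °C.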
# Vif-A3G inh = qHTS for Inhibitors of Vif-A3G Interactions: qHTS; 0.076% of 410,000 active; Potency, µM (top dose mostly 46.1 µM), inactives show top-dose activity, negative = active, usual class: inhibitors; DNA dC->dU-editing enzyme APOBEC-3G (Homo sapiens), Q9HC16; HeLa A3G-eYFP + Vif (tagged APOBEC3G with the HIV-1 protein that degrades it), YFP fluorescence, overnight;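 further: on the % scale 0 is the no-effect control and ±100 the full control effect; nearly all actives have a fitted effect of over 60% in size; hits raise eYFP signal because A3G escapes Vif-driven loss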
#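 HeLa cells stably expressing Vif and C-terminally eYFP-tagged A3G, seeded overnight at 37 deg C, then exposed to compound by pintool overnight at 37 deg C. Rise in yellow fluorescence (Ex 488/Em 500-530, Acumen) marks blocked Vif-driven A3G degradation.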
# ALOX12 inh = Primary qHTS assay for inhibitors of human arachidonate 12S-lipoxygenase (ALOX12): Round 2 | Polyunsaturated fatty acid lipoxygenase ALOX12 (Homo sapiens), P18054 | purified 12hLO, xylenol orange hydroperoxide absorbance | Potency, µM (top dose mostly 108 µM), for inactives: at the highest dose activity change, negative = inhibition, usual class: inhibitors | 1.1% of 580,000 active | AID 1671190, 2021; further: on the % scale 0 is the no-effect control and ±100 the full control effect
#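 Purified human 12hLO at 150 nM in 25 mM Hepes, 0.01% Triton X-100, pH 7.0, preincubated 15 min at room temperature with compound. Reaction started with 40 uM arachidonic acid, 30 min at room temperature. Hydroperoxide measured by Fe-xylenol orange, 573/405 nm absorbance ratio.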
# * hit, by the source's call; ? = inconclusive; · = not tested or not shown; [ ] = dose if it differs, or a comment. The call rests on the fitted dose curve; in most records, active means well fitted curve in the direction sought with a large enough effect; inconclusive means small, poorly fitted or top-dose-only effect, or another doubt; inactive means no such curve, though single readings can be large; an effect the other way counts as inactive or inconclusive. Potency means the concentration at half of the fitted maximal effect.
Structure | USP1 inh | TrxR1 substrate | Vif-A3F inh | IDH1 R132H inh | RXFP1 agonist | TrxR1 inh | RGS4 inhibitor | Vif-A3G inh | ALOX12 inh
C/C(CC(=O)NC1CCCC1)=N\NC(=O)c1ccc([N+](=O)[O-])c(Cl)c1 | -3% | -14% | -2% | 2% | -0.4% | -24% | 19% | -2% | -19%
Cc1cc(C)c2sc(N(CCN(C)C)C(=O)c3cc(Cl)sc3Cl)nc2c1 | -14% | -2% | 15% | 0% | 2.3% | 18% | -24% | 2% | -26%
CC1CCN(c2c(NCC3CCC(C(=O)NCc4ccc(F)cc4)CC3)c(=O)c2=O)CC1 (configuration not stated) | -6% | -1% | -2% | 9% | 0.4% | 0% | -9% | 6% | -17%
O=C(CSc1nnc(NC(=O)C2CC2)s1)Nc1ccc(F)cc1 | 3% | 4%[57.1 µM] | 11% | 1% | 0.7% | 2% | 14%[11.4 µM] | -2% | 2%
CC1(c2ccc3c(c2)OCCO3)NC(=O)N(CC(=O)Nc2ccccc2SCC#N)C1=O (configuration not stated) | -20% | 11% | ? | 6% | 3.3% | 19% | 6% | ? | 9%
CC(=O)c1ccc(OCC(=O)NC(=O)NC2CCCCC2)cc1 | -15% | -7% | 3% | 0% | 1.0% | -4% | 0% | 4% | ?
Cc1ccc(C)c(C(=O)COC(=O)c2cc(S(=O)(=O)N3CCOCC3)ccc2F)c1 | -11% | · | -3% | -2% | · | · | · | 0% | 6%
CCOC(=O)[C@H]1[C@H]2COc3ccc(OC)cc3[C@@H]2N2C(=O)c3cc(F)c(F)cc3NC(=O)[C@@]12C | 23% | -6% | 0% | -9% | 0.0% | 6%[57.1 µM] | -12% | -1% | 2%
CC(C)CN1CCC(=O)N([C@H](CO)Cc2ccccc2)CC1 | 18% | 11%[57.1 µM] | -3% | -7% | 1.4% | 12%[57.1 µM] | 14% | 2% | 4%
Cc1ccc(N2CC(c3nc4ccccc4n3CCC3CCCCC3)CC2=O)cc1 (configuration not stated) | -25% | 0% | -2% | -7% | -3.4% | 9% | -1% | -4% | -14%
Cn1c(CNC(=O)CNC(=O)Cc2ccc(Cl)cc2)cc(=O)n(C)c1=O | -27% | 1% | 7% | 2% | 12% | 21% | 17% | 1% | 3%
Cc1nn(-c2cccc(Cl)c2)c(Cl)c1/C=N/NC(=O)c1cccnc1 | -23% | -8% | 3% | -5% | 1.5% | -9% | -49% | -12% | -3%
O=C(Cc1ccccc1)N/N=C/c1cc(Br)cc(Br)c1O | -13% | 3% | ? | -5% | 3.6% | 32% | 7% | -8% | -20%
N#Cc1ccsc1NC(=O)COC(=O)c1ccc(Br)o1 | -10% | 9% | ? | -13% | · | -10% | -23% | 0% | -8%
COc1ccc(OC)c(CN2CCN(C(=O)c3ccc(S(=O)(=O)N4CCCCCC4)cc3)CC2)c1 | -27% | · | 0% | 4% | · | · | · | 1% | -14%
CCOc1ccc(N=Nc2c(N)[nH][nH]c2=O)cc1 | -23% | 3%[11.4 µM] | 0% | 1% | -0.2% | 1%[11.4 µM] | 0% | -6% | ?
CN(C)CCCNC(=O)c1cc2c3ccccc3n(C)c2s1 | -4% | -4% | -3% | -6% | -1.8% | -9% | 7% | 3% | ?
C#CCN(C[C@@H]1[C@@H](OC(=O)NCc2ccccc2F)[C@@H](OC(=O)NCc2ccccc2F)CN(C(=O)OC(C)C)N1C(=O)OC(C)C)S(=O)(=O)c1ccc(C)cc1 | -26% | · | -19% | -4% | · | · | · | 2% | ?
COc1cc(C(=O)COC(=O)c2ccc([N+](=O)[O-])o2)cc(OC)c1OC | -19% | -6% | 0% | 5% | · | ? | 1% | 0% | -4%
Cc1cc(C)cc(-n2ccnc2SCC(=O)O)c1 | -2% | 1%[57.1 µM] | -8% | 4% | -1.2% | 3%[57.1 µM] | -16% | 0% | -19%

# (continued)
Structure | USP1 inh | TrxR1 substrate | Vif-A3F inh | IDH1 R132H inh | RXFP1 agonist | TrxR1 inh | RGS4 inhibitor | Vif-A3G inh | ALOX12 inh
CCOC(=O)c1c(NC(=O)C2C3C=CC(C3)C2C(=O)O)sc2c1CCC(C)C2 (configuration not stated) | -21% | 4% | -10% | 13% | 3.6% | 2% | ? | -4% | -16%
COc1cccc(CCC(=O)N2CCC(n3nccc3NC(=O)CC(C)C)CC2)c1 | -17% | 0% | 1% | -4% | 1.6% | 11% | 16% | 0% | 7%
O=[N+]([O-])c1ccc(S(=O)(=O)N(CCCN2CCOCC2)Cc2cccs2)cc1 | -18% | -4%[57.1 µM] | -6% | -9% | 1.6% | ? | 7%[56.9 µM] | 0% | ?
CCCCn1c(-c2ccc(Br)cc2F)nc2c1c(=O)[nH]c(=O)n2CC(C)C | -12% | 3% | -1% | -17% | 4.3% | 14% | -2% | -11% | ?
C=C1CC(COc2ccc3c(C)c(Cl)c(=O)oc3c2)(c2ccccc2)OC1=O (configuration not stated) | -6% | 68%[57.1 µM] | 13% | ? | · | -5%[11.4 µM] | ? | ? | -16%
N#Cc1ccccc1S(=O)(=O)N1CCN(C(=O)Cc2coc3cc(O)ccc23)CC1 | -1% | 5% | -30% | 8% | -2.0% | 1% | -6% | -2% | 7%
COc1cc(N)c(Cl)cc1C(=O)NC1CCN(Cc2ccccc2)CC1 | -28% | 7% | -2% | -5% | · | 29% | -4% | -3% | -6%
c1csc(C(c2nnnn2C2CCCC2)N2CCCC3(CCCCC3)C2)c1 (configuration not stated) | -13% | -2% | -2% | 4% | -0.2% | 12% | -9% | 2% | 0%
CCOc1ccc(NC(=O)c2oc3ccccc3c2NC(=O)COc2cccc(OC)c2)cc1 | -24% | 13% | 0% | 4% | ? | 12% | 10% | -2% | -22%
Cc1ccccc1NC(=O)COC(=O)CCc1nc2ccccc2c(=O)[nH]1 | -23% | -1% | 1% | 3% | 8.0% | 7% | -9% | 0% | ?
C[C@H](CO)N1C[C@H](C)[C@@H](CN(C)C(=O)Nc2ccc(C(F)(F)F)cc2)Oc2c(NC(=O)NC3CCCCC3)cccc2C1=O | -5% | -11%[57.1 µM] | -5% | ? | · | -18%[57.1 µM] | 2% | -7% | -10%
CCOC(=O)c1ccc2c(c1)nc(COc1ccc(OC)cc1)n2CC | -5% | 8% | 1% | 0% | 0.7% | 26% | 22% | 0% | 23%
Cc1cc(C)cc(NC(=O)C(=O)NCCCN2CCCC2=O)c1 | 3% | -1% | -1% | -3% | -0.7% | 4% | 5% | 1% | 6%
CN(C)CCCn1c(NC(=O)C2CCCCC2)nc2ccccc21 | 12% | 4% | -2% | -2% | 1.8% | -15% | 10% | 1% | 16%
O=[N+]([O-])c1cccc(/C=N/Nc2nc(NCc3ccccc3)nc(N3CCOCC3)n2)c1O | 4% | -8% | -13% | 1% | 2.1% | 8% | 13% | 1% | -10%

# Some entries already given with just TrxR1 inh and RGS4 inhibitor:
structure	TrxR1 inh	RGS4 inhibitor
COc1cccc(CCC(=O)N2CCC(n3nccc3NC(=O)CC(C)C)CC2)c1	11%	16%
O=[N+]([O-])c1ccc(S(=O)(=O)N(CCCN2CCOCC2)Cc2cccs2)cc1	?	7%[56.9 µM]
CCCCn1c(-c2ccc(Br)cc2F)nc2c1c(=O)[nH]c(=O)n2CC(C)C	14%	-2%
C=C1CC(COc2ccc3c(C)c(Cl)c(=O)oc3c2)(c2ccccc2)OC1=O (configuration not stated)	-5%[11.4 µM]	?

# Looked up one by one from the list above, 3 records:
Structure | USP1 inh | TrxR1 substrate | Vif-A3F inh | IDH1 R132H inh | RXFP1 agonist | TrxR1 inh | RGS4 inhibitor | Vif-A3G inh | ALOX12 inh
O=C(CSc1nnc(NC(=O)C2CC2)s1)Nc1ccc(F)cc1 | 3% | 4%[57.1 µM] | 11% | 1% | 0.7% | 2% | 14%[11.4 µM] | -2% | 2%
CCOC(=O)[C@H]1[C@H]2COc3ccc(OC)cc3[C@@H]2N2C(=O)c3cc(F)c(F)cc3NC(=O)[C@@]12C | 23% | -6% | 0% | -9% | 0.0% | 6%[57.1 µM] | -12% | -1% | 2%
CC(=O)c1ccc(OCC(=O)NC(=O)NC2CCCCC2)cc1 | -15% | -7% | 3% | 0% | 1.0% | -4% | 0% | 4% | ?

# Screening results (PubChem BioAssay)

# Some of the compounds tested; rates above refer to the full screens.
